NCI-60 one-dose screen, 48 h, at 10 µM unless noted. Numbers give growth in % (100 = growth as untreated, 0 = no growth, -100 = all killed).
MDA-MB-435: MDA-MB-435 melanoma; hit rate 7.8% among 82,000
RPMI-8226: RPMI-8226 leukemia cells; hit rate 7.5% among 77,000; AID 1794781
HOP-62: HOP-62 NSCLC. hit rate 3.9% among 80,000
MOLT-4: MOLT-4 leukemia cells; hit rate 6.9% among 80,000
K-562: K-562 leukemia | AID 1794777 | hit rate 7.4% among 78,000
CCRF-CEM: CCRF-CEM leukemia. AID 1794778. hit rate 7% among 77,000
SR: SR leukemia cells | hit rate 8.7% among 73,000 | AID 1794780
MDA-MB-468: MDA-MB-468 breast cancer. AID 2202374. hit rate 8.5% among 78,000
An asterisk follows results filed as active; [ ] = another dose, or the depositor's remark. How the source made its calls: active means growth percent below 10; inactive means the rest. Compounds were not picked by outcome, and some 15% of all compounds hit somewhere here.

For O=S(=O)(c1ccccc1)c1cc2c(nc1OCc1ccccc1)-c1cnn(-c3ccc(Cl)cc3)c1CC2 the results were MDA-MB-435 96, RPMI-8226 87, HOP-62 101, MOLT-4 86, K-562 82, CCRF-CEM 88, SR 90 and MDA-MB-468 96.
COc1ccc(CCn2c(=N)c(S(=O)(=O)c3ccccc3)cc3c(=O)n4ccccc4nc32)cc1 was read as MDA-MB-435 103, RPMI-8226 115, HOP-62 106, MOLT-4 109, K-562 108, CCRF-CEM 112, SR 114 and MDA-MB-468 107.
For O=c1[nH]c(Cc2nc3ccccc3s2)nc2cc(Br)ccc12 the results were MDA-MB-435 46, RPMI-8226 67, HOP-62 38, MOLT-4 59, K-562 23, CCRF-CEM 56, SR 75 and MDA-MB-468 92.
Screening O=C(O)c1cc(=O)[nH]cn1 returned MDA-MB-435 99, RPMI-8226 99, HOP-62 109, MOLT-4 93, K-562 91, CCRF-CEM 89 and SR 84.
`CSc1nc(N)c2[nH]c(-c3cc4ccccc4[nH]c3=O)nc2n1` gave MDA-MB-435 102, RPMI-8226 85, HOP-62 115, MOLT-4 80, K-562 93, CCRF-CEM 92 and MDA-MB-468 1.9*.
For CC(=O)Nc1ncc(Sc2ccc([N+](=O)[O-])cc2)s1 the results were MDA-MB-435 117, RPMI-8226 98, HOP-62 117, MOLT-4 105, K-562 101, CCRF-CEM 102, SR 95 and MDA-MB-468 111.
COc1cc(NC(=S)Nc2ccc3c(ccn3C(=O)c3cccc(F)c3)c2)cc(OC)c1 was read as MDA-MB-435 99, RPMI-8226 113, HOP-62 104, MOLT-4 97, K-562 110, CCRF-CEM 111, SR 110 and MDA-MB-468 105.
For CCOC(=O)C(/C=N/C(=S)Nc1ccc(S(=O)(=O)Nc2ccccn2)cc1)=C(/O)c1ccccc1 the results were MDA-MB-435 107, RPMI-8226 100, HOP-62 89, MOLT-4 87, K-562 102, CCRF-CEM 99, SR 80 and MDA-MB-468 119.
`COc1ccc(/C=C2/C(=O)N=C3N2NC(c2ccccc2)=CN3c2ccccc2)cc1` gave MDA-MB-435 108, RPMI-8226 100, HOP-62 105, MOLT-4 106, K-562 108, CCRF-CEM 101, SR 106 and MDA-MB-468 89.
COc1ccc2c(c1)CSC(c1ccccc1)C2=O (centres undefined) was read as MDA-MB-435 97, RPMI-8226 87, HOP-62 108, MOLT-4 93, K-562 94, CCRF-CEM 98 and SR 101.
Screening CCN(CC)CCOCCn1c(C)ccc1C returned MDA-MB-435 92, RPMI-8226 96, MOLT-4 107, K-562 110, SR 106 and MDA-MB-468 100.
O=S(c1ccccc1)C(c1ccccc1)c1ccccc1 (centres undefined) was read as MDA-MB-435 105, RPMI-8226 106, HOP-62 98, MOLT-4 107, K-562 98, CCRF-CEM 106, SR 90 and MDA-MB-468 102.
`COc1ccc2c(c1)c(CC(=O)NCCOCCOCC(=O)Nc1ccc(OC)c(C(N)=O)c1O)c(C)n2C(=O)c1ccc(Cl)cc1` gave MDA-MB-435 104, RPMI-8226 97, HOP-62 89, MOLT-4 75, K-562 92, CCRF-CEM 107, SR 90 and MDA-MB-468 89.
O=C(Nc1nccnc1OCc1ccc(Cl)cc1)Nc1cccc2ccccc12 was read as MDA-MB-435 111, RPMI-8226 87, HOP-62 94, MOLT-4 80, K-562 95, CCRF-CEM 93 and MDA-MB-468 122.
COc1cc2cc(Sc3ccc(NC(=O)Nc4ccc(Cl)c(C(F)(F)F)c4)cc3)c(C)nc2cc1OC was read as MDA-MB-435 99, RPMI-8226 87, HOP-62 93, MOLT-4 76, K-562 82, CCRF-CEM 98, SR 87 and MDA-MB-468 100.
CC(=O)O[C@H]1[C@H](CC#CC#CC[C@@H]2C[C@]3(C)[C@H]4CC=C5[C@H]6[C@@H](C)[C@H](C)CC[C@]6(C(=O)NCCN(CCN)CCN)CC[C@@]5(C)[C@]4(C)CC[C@H]3C(C)(C)[C@H]2OC(C)=O)C[C@]2(C)[C@H]3CC=C4[C@H]5[C@@H](C)[C@H](C)CC[C@]5(C(=O)NCCN(CCN)CCN)CC[C@@]4(C)[C@]3(C)CC[C@H]2C1(C)C was read as MDA-MB-435 65, RPMI-8226 27, HOP-62 87, MOLT-4 27, K-562 18, CCRF-CEM 20, SR 54 and MDA-MB-468 1.4*.
For C=C(C)[C@@H]1CC[C@]2(C(=O)NCCCCCCN(CCCN)CCCN)CC[C@]3(C)[C@H](CC[C@@H]4[C@@]5(C)CC[C@H](OCCCN)C(C)(C)[C@@H]5CC[C@]43C)[C@@H]12 the results were MDA-MB-435 90[100 µM], RPMI-8226 29[100 µM], HOP-62 93[100 µM], MOLT-4 10[100 µM], K-562 1.5*[100 µM], CCRF-CEM 12[100 µM], SR 18[100 µM] and MDA-MB-468 21[100 µM].
Screening COc1ccc([C@H]2c3[nH]c4ccccc4c3C[C@H]3C(=O)N(C4CCN(CC5CCCCC5)CC4)CC(=O)N23)c(OC)c1 returned MDA-MB-435 92[5.56 µM], RPMI-8226 69[5.56 µM], HOP-62 70[5.56 µM], MOLT-4 73[5.56 µM], K-562 80[5.56 µM], CCRF-CEM 89[5.56 µM], SR 87[5.56 µM] and MDA-MB-468 81[5.56 µM].
`NC(C(=O)O)C(O)c1cccc(OCc2ccccc2)c1` (centres undefined) gave MDA-MB-435 102, RPMI-8226 106, HOP-62 91, MOLT-4 103, K-562 115, CCRF-CEM 95, SR 95 and MDA-MB-468 99.
Screening c1ccc2c(N=NSc3ncnc4nc[nH]c34)c3ccccc3nc2c1 returned MDA-MB-435 5.1*, RPMI-8226 -1.3*, HOP-62 -50*, MOLT-4 -17*, CCRF-CEM -4.9*, SR -28* and MDA-MB-468 -55*.
`C[C@]12CC[C@@H]3c4ccc(O)cc4CC[C@H]3[C@@H]1CC[C@@H]2NS(=O)(=O)c1cccc(Cl)c1` gave MDA-MB-435 23, RPMI-8226 40, MOLT-4 26, K-562 20, SR 17 and MDA-MB-468 39.
For Cc1ccc2cnc3sc(-c4ccccc4)nc3c2n1 the results were MDA-MB-435 96, RPMI-8226 89, HOP-62 98, MOLT-4 97, K-562 97, CCRF-CEM 98, SR 89 and MDA-MB-468 52.
For CCCCCCCCOc1ccc(/C=N/Nc2cc(C)nc3ccc(Cl)cc23)cc1OCCCCCCCC the results were MDA-MB-435 104, RPMI-8226 113, HOP-62 102, MOLT-4 108, K-562 106, CCRF-CEM 111, SR 115 and MDA-MB-468 98.
For CC1(C(Cl)(Cl)Cl)C=CC(=O)C(Cl)=C1 (centres undefined) the results were MDA-MB-435 99, RPMI-8226 99, HOP-62 108, MOLT-4 103, K-562 107, CCRF-CEM 99 and SR 106.

Ordered by molar mass (descending): some entries from above.
For C=C(C)[C@@H]1CC[C@]2(C(=O)NCCCCCCN(CCCN)CCCN)CC[C@]3(C)[C@H](CC[C@@H]4[C@@]5(C)CC[C@H](OCCCN)C(C)(C)[C@@H]5CC[C@]43C)[C@@H]12 the results were MDA-MB-435 90[100 µM], RPMI-8226 29[100 µM], HOP-62 93[100 µM], MOLT-4 10[100 µM], K-562 1.5*[100 µM], CCRF-CEM 12[100 µM], SR 18[100 µM] and MDA-MB-468 21[100 µM].
Screening COc1ccc([C@H]2c3[nH]c4ccccc4c3C[C@H]3C(=O)N(C4CCN(CC5CCCCC5)CC4)CC(=O)N23)c(OC)c1 returned MDA-MB-435 92[5.56 µM], RPMI-8226 69[5.56 µM], HOP-62 70[5.56 µM], MOLT-4 73[5.56 µM], K-562 80[5.56 µM], CCRF-CEM 89[5.56 µM], SR 87[5.56 µM] and MDA-MB-468 81[5.56 µM].
For CCCCCCCCOc1ccc(/C=N/Nc2cc(C)nc3ccc(Cl)cc23)cc1OCCCCCCCC the results were MDA-MB-435 104, RPMI-8226 113, HOP-62 102, MOLT-4 108, K-562 106, CCRF-CEM 111, SR 115 and MDA-MB-468 98.
`C[C@]12CC[C@@H]3c4ccc(O)cc4CC[C@H]3[C@@H]1CC[C@@H]2NS(=O)(=O)c1cccc(Cl)c1` gave MDA-MB-435 23, RPMI-8226 40, MOLT-4 26, K-562 20, SR 17 and MDA-MB-468 39.
`NC(C(=O)O)C(O)c1cccc(OCc2ccccc2)c1` (centres undefined) gave MDA-MB-435 102, RPMI-8226 106, HOP-62 91, MOLT-4 103, K-562 115, CCRF-CEM 95, SR 95 and MDA-MB-468 99.
For Cc1ccc2cnc3sc(-c4ccccc4)nc3c2n1 the results were MDA-MB-435 96, RPMI-8226 89, HOP-62 98, MOLT-4 97, K-562 97, CCRF-CEM 98, SR 89 and MDA-MB-468 52.

Continued:
`CCC(=C(c1ccc(OCCN2CCCC2)cc1)c1ccc(OCCN2CCCC2)cc1)c1ccc(Cl)cc1` gave MDA-MB-435 -91*, RPMI-8226 -44*, HOP-62 60, MOLT-4 -27*, K-562 -21*, CCRF-CEM -39*, SR -40* and MDA-MB-468 -54*.
For CCCN1C2CCC1/C(=C\c1ccc(OC)cc1)C1=C2[C@@H](c2ccc(OC)cc2)C(C#N)=C(N)O1 (some centres undefined) the results were MDA-MB-435 93, RPMI-8226 81, HOP-62 90, MOLT-4 66, CCRF-CEM 90 and MDA-MB-468 98.
For Nc1nc(N)nc(-c2cc(Cl)ccc2Cl)n1 the results were MDA-MB-435 106, RPMI-8226 106, MOLT-4 87, CCRF-CEM 98, SR 113 and MDA-MB-468 111.
Screening Cc1cc2nc(NC(=O)CN3CCN(CCN4C(=O)c5cccc6cccc(c56)C4=O)CC3)sc2cc1C returned MDA-MB-435 91, RPMI-8226 58, HOP-62 95, MOLT-4 45, CCRF-CEM 72, SR 35 and MDA-MB-468 86.
For C=CCO[C@H]1CO[C@H]2[C@@H]1OC[C@H]2OCC=C the results were MDA-MB-435 106, HOP-62 122, MOLT-4 97, K-562 99, CCRF-CEM 100, SR 91 and MDA-MB-468 109.
For NC(=O)c1c(NC(=O)c2ccc(Cl)cc2)sc2c1CCC(=O)C2 the results were MDA-MB-435 95, RPMI-8226 -14*, HOP-62 106, MOLT-4 46, K-562 14, CCRF-CEM 7.1*, SR 13 and MDA-MB-468 89.
COc1cc(-c2c3c(nn2-c2ccccc2)CCc2cnoc2-3)cc(OC)c1OC was read as MDA-MB-435 89, RPMI-8226 83, HOP-62 100, MOLT-4 86, CCRF-CEM 87 and MDA-MB-468 74.
Screening Cc1ccc(S(=O)(=O)O)cc1N returned MDA-MB-435 105, RPMI-8226 111, HOP-62 107, MOLT-4 104, K-562 102, CCRF-CEM 105, SR 97 and MDA-MB-468 115.
O=CC(=O)c1ccccc1 was read as MDA-MB-435 106, RPMI-8226 116, HOP-62 93 and MDA-MB-468 98.
For O=C(CNCc1cc(=O)oc2ccc3ccccc3c12)Nc1ccc(Cl)cc1 the results were MDA-MB-435 104, RPMI-8226 97, HOP-62 79, MOLT-4 93, K-562 93, CCRF-CEM 95, SR 121 and MDA-MB-468 105.
For CCOC(=O)c1nc2sc3c(c2c(=O)[nH]1)CCCC3 the results were MDA-MB-435 101, RPMI-8226 110, HOP-62 111, MOLT-4 103, K-562 96, CCRF-CEM 107, SR 116 and MDA-MB-468 116.
Screening CN(C)C1C(=O)C(C(=O)NCNC2C(=O)N3C2SC(C)(C)C3C(=O)O)=C(O)C2(O)C(=O)C3=C(O)c4c(O)cccc4C(C)(O)C3CC12 (centres undefined) returned MDA-MB-435 105, RPMI-8226 115, HOP-62 102, MOLT-4 113, K-562 96, CCRF-CEM 107, SR 111 and MDA-MB-468 124.
For CC(C)Cc1cc(CNC(=O)C2[C@H]3CN(C(=O)Cc4ccccc4)C[C@@H]23)nn1-c1ccccc1 (some centres undefined) the results were MDA-MB-435 99, RPMI-8226 89, HOP-62 74, MOLT-4 72, K-562 84, CCRF-CEM 104, SR 83 and MDA-MB-468 89.
Screening COc1cc(-c2nc3sc(C4CC4)nn3c2-c2ccc(F)c(Cl)c2)cc(OC)c1OC returned MDA-MB-435 79, HOP-62 81, K-562 53, SR 54 and MDA-MB-468 59.
`COc1ccc(/C=C2\CCC3=C2Nc2nc(SC)[nH]c(=O)c2C3c2ccc(OC)cc2)cc1` (centres undefined) gave MDA-MB-435 81, RPMI-8226 88, HOP-62 95, MOLT-4 57, K-562 81, CCRF-CEM 82, SR 62 and MDA-MB-468 90.
For N#Cc1c(N)cc(N)n(-c2nc3ccccc3nc2Cl)c1=O the results were MDA-MB-435 109, HOP-62 110, MOLT-4 94, K-562 98, CCRF-CEM 113, SR 108 and MDA-MB-468 110.
`COc1ccc(COC(C)=O)cc1` gave MDA-MB-435 111, RPMI-8226 103, HOP-62 101, MOLT-4 107, K-562 103, CCRF-CEM 86, SR 112 and MDA-MB-468 108.
`O=C(CSC(=S)N1CCN(c2ccccc2)CC1)Nc1nc2ccccc2s1` gave MDA-MB-435 104, RPMI-8226 105, HOP-62 104, MOLT-4 113, K-562 114, SR 122 and MDA-MB-468 122.
For S=C(Nc1ccccc1)c1ccccc1 the results were MDA-MB-435 110, RPMI-8226 108, HOP-62 98, MOLT-4 107, K-562 111, CCRF-CEM 106, SR 106 and MDA-MB-468 97.
For Cc1nc2sc(C(=O)Nc3cccc(Br)c3)c(N)c2cc1C(=O)c1ccccc1 the results were MDA-MB-435 93, RPMI-8226 93, HOP-62 104, MOLT-4 105, K-562 94, CCRF-CEM 112, SR 85 and MDA-MB-468 95.
For O=C(O)c1ccccc1/C=N/NC(=O)c1cnc2n(c1=O)CCCCC2 the results were MDA-MB-435 102, HOP-62 102, MOLT-4 93, K-562 95, CCRF-CEM 105, SR 84 and MDA-MB-468 112.
Screening CCCCN1C(=O)CC(C(=O)OCC)=C1C returned MDA-MB-435 105, RPMI-8226 52, HOP-62 80, MOLT-4 105, K-562 104, CCRF-CEM 106, SR 109 and MDA-MB-468 102.
`COCCOc1ccccc1` gave MDA-MB-435 112, RPMI-8226 104, HOP-62 101, MOLT-4 105, K-562 112, CCRF-CEM 98, SR 100 and MDA-MB-468 109.
Screening O=S(=O)(O)c1ccncc1 returned MDA-MB-435 106, HOP-62 101, MOLT-4 42, K-562 115, CCRF-CEM 51, SR 102 and MDA-MB-468 98.
Cc1cc(Cl)nc(NCc2cc(Nc3ccnc4cc(Cl)ccc34)ccc2F)n1 was read as MDA-MB-435 41, RPMI-8226 33, HOP-62 77, K-562 27, CCRF-CEM 29, SR -7.8* and MDA-MB-468 11.
